# D1 antag – Antagonist of Human D 1 Dopamine Receptor: qHTS; HEK293 TREx D1 cells, calcium flux, dopamine EC80; active compounds read low; activity change, negative = inhibition, % at 10 µM; hit rate 3.2% among 360,000; AID 504652, 2011; in the data active = activity change below about -30%; note: % is set by controls: 0 for no effect and ±100 for the full control effect
# Target sequence (P21728 whole entry, looked up): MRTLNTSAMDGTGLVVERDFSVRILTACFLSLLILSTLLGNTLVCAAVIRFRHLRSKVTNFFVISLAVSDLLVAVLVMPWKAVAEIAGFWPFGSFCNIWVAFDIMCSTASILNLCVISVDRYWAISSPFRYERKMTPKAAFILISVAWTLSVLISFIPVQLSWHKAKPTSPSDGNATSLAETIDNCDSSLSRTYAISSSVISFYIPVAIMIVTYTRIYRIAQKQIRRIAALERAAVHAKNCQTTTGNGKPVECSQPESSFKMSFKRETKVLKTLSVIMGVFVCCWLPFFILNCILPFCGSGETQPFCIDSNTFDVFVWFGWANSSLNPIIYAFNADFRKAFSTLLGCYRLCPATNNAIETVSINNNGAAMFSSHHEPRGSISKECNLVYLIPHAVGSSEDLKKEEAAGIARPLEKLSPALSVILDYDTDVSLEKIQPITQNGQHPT
#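 Compound effects on dopamine-evoked calcium signalling were measured in tetracycline-induced HEK293 Trex D1 cells. Dopamine at EC80 followed a 180 s compound pre-read, and fluorescence was tracked kinetically for 180 s more.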
# D2 potentiator – HTS Assay for Positive Allosteric Modulators of the Human D2 Dopamine Receptor: Primary Screen for Potentiators | D(2) dopamine receptor (Homo sapiens), P14416 | hit rate 0.34% among 340,000 | HEK293 T-REx D2, calcium flux, EC20 dopamine potentiation | AID 485347, 2010 | potentiation, % at 10 µM;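 active = potentiation over 3 SD above the plate norm, cut at about 30% in these data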; note: 0% is about no effect
# Target sequence (P14416 whole entry, looked up): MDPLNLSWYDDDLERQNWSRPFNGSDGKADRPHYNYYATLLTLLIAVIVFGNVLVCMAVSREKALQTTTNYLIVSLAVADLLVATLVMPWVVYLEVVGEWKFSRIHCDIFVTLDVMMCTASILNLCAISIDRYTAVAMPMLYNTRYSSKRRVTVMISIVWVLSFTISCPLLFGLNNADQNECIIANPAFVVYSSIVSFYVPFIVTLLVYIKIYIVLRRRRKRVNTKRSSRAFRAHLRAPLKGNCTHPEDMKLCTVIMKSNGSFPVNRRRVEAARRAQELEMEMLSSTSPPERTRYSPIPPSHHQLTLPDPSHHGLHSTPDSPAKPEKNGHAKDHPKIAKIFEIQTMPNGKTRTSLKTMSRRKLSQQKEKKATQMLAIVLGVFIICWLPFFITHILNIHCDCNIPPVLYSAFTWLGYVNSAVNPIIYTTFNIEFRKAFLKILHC
#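 Tetracycline-induced Hek293 Trex D2 cells, force-coupled to calcium, loaded with no-wash calcium dye. Compound added with 180 s kinetic read for agonism, then EC20 dopamine and a further 180 s read for potentiation.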
# D2 agonist – HTS Assay for Allosteric Agonists of the Human D2 Dopamine Receptor: Primary Screen for Agonists; D(2) dopamine receptor (Homo sapiens), P14416; HEK293 T-REx D2 cells, calcium flux agonist mode; activation, % at 2 µM; hit rate 0.53% among 340,000; AID 485358, 2010;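 active = activation over 3 SD above normal in the single-dose calcium agonist read, cut at about 30% in these data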; note: 0% is about no effect
#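 Agonism scored from kinetic calcium signal (1 read/sec, 180 s) following compound pin transfer, after a 10 s baseline. Cells: HEK293 Trex line expressing inducible D2 receptor coupled to calcium, dye-loaded after overnight culture at 30 C.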
# TRHR agonist – qHTS for Small Molecule Agonists and Allosteric Enhancers of Human TRH Receptor: Primary Screen for Agonists | TRHR cells, calcium flux fluo-8, FDSS agonist mode | AID 493084, 2011 | activation, % at 2 µM | hit rate 0.18% among 360,000; note: 0% is about no effect
#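 Agonist-mode FDSS calcium read (Ex 480/Em 530, 1 s cycles) in 1536-well TRHR cells with fluo-8 dye, after 10-cycle baseline and 23 nL compound addition; TRH at EC20 (10 nM final) added afterwards for the enhancer phase.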
# D1 potentiator – Potentiators of Human D1 Dopamine Receptor: qHTS; HEK293 TREx D1 cells, calcium flux, dopamine EC20 potentiation; potentiation, % at 10 µM; hit rate 0.036% among 360,000; AID 504651, 2011; in the data active = potentiation above about 30%; note: 0% is about no effect
# D2 antagonist – HTS Assay for Allosteric Antagonists of the Human D2 Dopamine Receptor: Primary Screen for Antagonists; HEK293 TREx D2 cells, calcium flux, dopamine EC80; inhibition, % at 10 µM; hit rate 2% among 340,000; AID 485344, 2010; in the data active = inhibition above about 30%; note: 0% is about no effect
#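 Dopamine at EC80 is the agonist stimulus; test compounds precede it by 180 s. Calcium flux read kinetically in a force-coupled, inducible HEK293 T-REx D2 cell line.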
# D1 agonist – Allosteric Agonists of the Human D1 Dopamine Receptor: qHTS; hit rate 1% among 360,000; activation, % at 2 µM; D(1A) dopamine receptor (Homo sapiens), P21728; HEK293 T-REx D1 cells, calcium flux, agonist mode; note: 0% is about no effect
#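 Tetracycline-induced HEK293 TREx D1 cells, force-coupled to calcium signalling, were dye-loaded with a no-wash calcium kit. Compound was pin-added after a 10 s baseline. Fluorescence was read kinetically at 1 cycle/s for 180 s, with calcium rises flagged as agonism.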
# TRHR PAM – qHTS for Small Molecule Agonists and Allosteric Enhancers of Human TRH Receptor: Primary Screen for Enhancers. TRHR cells, fluo-8 calcium fluorescence, EC20 TRH enhancement. Thyrotropin-releasing hormone receptor (Homo sapiens), P34981. hit rate 0.66% among 360,000. enhancement, % at 2 µM. AID 493056, 2011; in the data active = enhancement above about 30%; note: 0% is about no effect
#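 Enhancer read-out: after compound pinning and an initial kinetic agonist-mode read, an EC20 of TRH (10 nM final) was injected and fluo-8 calcium signal (Ex 480/Em 530) followed at 1 s/cycle for 100 cycles in TRHR-expressing cells.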
# RXFP1 antag – qHTS Assay for Antagonists of the Relaxin Receptor RXFP1; HEK293-RXFP1, relaxin-stimulated cAMP HTRF, 30 min; active compounds read low; activity change, negative = inhibition, % at 57.5 µM; hit rate 0.59% among 350,000; Relaxin receptor 1 (Homo sapiens), Q9HBX9;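 active = activity change of -60% or lower, but not beyond a set lower limit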; note: % is set by controls: 0 for no effect and ±100 for the full control effect
# An asterisk follows results filed as active; / = not tested or not shown. Cut-off read from the data, not from the text of the source, unless noted: active = activation above about 30%; inactive = the rest.
SMILES,D1 antag,D2 potentiator,D2 agonist,TRHR agonist,D1 potentiator,D2 antagonist,D1 agonist,TRHR PAM,RXFP1 antag
Cc1cc2c(cc1NC(=O)c1ccc(C(C)(C)C)cc1)n(C)c(=O)c(=O)n2C,2.9,4.2,-0.4,-0.6,0.9,/,0.3,-0.4,/
O=C(NCCc1ccc(Cl)cc1)c1ccc(=O)[nH]c1,-5.6,-2.3,-2.0,-1.5,-2.2,-19.5,1.7,0.1,6.0
Cc1cc(C(=O)COc2ccc3ccc(=O)oc3c2)c(C)n1Cc1cccs1,-1.8,27.3,-1.6,-1.1,-9.1,6.4,4.1,7.9,0.1
Cc1ccc2sc(-c3ccc(N)cc3)nc2c1,3.9,-0.7,/,1.7,-0.5,/,-0.6,4.0,-23.3
Cc1c(NC(=O)CSc2nc(N)cc(N)n2)c(=O)n(-c2ccccc2)n1C,-8.1,18.3,-0.4,0.4,8.0,-5.4,1.5,3.8,8.6
Cn1c(SCC(=O)N2CCc3ccccc32)nc2cccnc21,-6.9,10.4,0.7,-0.6,-2.9,-9.5,2.5,1.6,-1.6
CC(C)C(=O)NS(=O)(=O)c1ccc(N)cc1,-22.6,-1.7,-0.4,0.0,-9.2,1.0,3.1,-0.5,2.4
O=C1C(Cc2ccccc2)Nc2ncnc(N3CCc4ccccc4C3)c2N1Cc1ccc(Br)cc1 (stereo not drawn),6.4,1.6,-0.8,0.1,-3.0,1.5,4.2,-3.8,/
O=C(N/N=C\c1cccnc1)c1ccc(Br)s1,2.6,-13.2,0.2,0.3,-4.6,4.7,2.7,6.7,-9.9
CC1CCN(c2nc3c(c(=O)n(C)c(=O)n3C)n2Cc2ccccc2)CC1,9.8,8.5,-0.8,-1.6,-2.5,6.7,0.9,0.8,-4.9
COC(=O)CNC(=O)COC(=O)c1ccc(Cl)nc1,-5.9,7.4,1.7,0.1,-2.7,-14.6,2.8,-2.1,-5.0
Cc1ccc(/C=C/C(=O)Nc2nn[nH]n2)o1,-1.2,-1.2,/,0.4,-2.5,/,3.2,0.9,2.9
Cc1cc(F)ccc1NS(=O)(=O)c1cccc2nsnc12,-12.8,-3.0,-0.5,-0.4,3.5,0.3,8.0,-6.6,1.3
Cc1ccc(CNCCC2=CCCCC2)cc1,3.1,-4.4,0.4,0.1,-3.7,-12.3,1.8,-2.2,2.6
O=C1C2C3c4ccccc4C(c4ccccc43)C2C(=O)N1Cc1cccnc1 (stereo not drawn),-3.8,11.6,-0.1,0.1,2.6,-5.0,2.6,8.0,7.4
CCOC(=O)c1cc(C#N)c(Oc2ccccc2)nc1-c1ccccc1,-8.2,11.4,0.4,-0.9,-7.7,10.6,19.0,7.6,-12.5
CC(C)CN(C(=O)c1cccc([N+](=O)[O-])c1)c1c(N)n(CC(C)C)c(=O)[nH]c1=O,-2.9,16.9,-2.2,-2.0,-11.8,12.1,4.3,32.8*,-2.8
CCCn1ccc2c(OCC(=O)Nc3ccc(OC)c(OC)c3)cccc2c1=O,/,-1.6,-0.1,-0.1,-2.8,/,9.4,8.7,/
O=C(COc1ccc2ccccc2c1)Nc1ccc(Cc2ccncc2)cc1,-34.2*,-0.2,-0.4,3.8,-7.5,4.0,27.1,-6.5,17.9
O=c1[nH]cnc2c1c(-c1ccccc1)cn2-c1ccc(Br)cc1,-45.3*,-18.3,0.2,-0.2,-16.4,-5.9,0.4,-7.6,-28.7

# Pulled by structure from above, six records:
SMILES,D1 antag,D2 potentiator,D2 agonist,TRHR agonist,D1 potentiator,D2 antagonist,D1 agonist,TRHR PAM,RXFP1 antag
O=C(COc1ccc2ccccc2c1)Nc1ccc(Cc2ccncc2)cc1,-34.2*,-0.2,-0.4,3.8,-7.5,4.0,27.1,-6.5,17.9
O=c1[nH]cnc2c1c(-c1ccccc1)cn2-c1ccc(Br)cc1,-45.3*,-18.3,0.2,-0.2,-16.4,-5.9,0.4,-7.6,-28.7
COC(=O)CNC(=O)COC(=O)c1ccc(Cl)nc1,-5.9,7.4,1.7,0.1,-2.7,-14.6,2.8,-2.1,-5.0
Cc1cc(F)ccc1NS(=O)(=O)c1cccc2nsnc12,-12.8,-3.0,-0.5,-0.4,3.5,0.3,8.0,-6.6,1.3
O=C(NCCc1ccc(Cl)cc1)c1ccc(=O)[nH]c1,-5.6,-2.3,-2.0,-1.5,-2.2,-19.5,1.7,0.1,6.0
Cc1c(NC(=O)CSc2nc(N)cc(N)n2)c(=O)n(-c2ccccc2)n1C,-8.1,18.3,-0.4,0.4,8.0,-5.4,1.5,3.8,8.6

# (next part)
SMILES,D1 antag,D2 potentiator,D2 agonist,TRHR agonist,D1 potentiator,D2 antagonist,D1 agonist,TRHR PAM,RXFP1 antag
COCCCN1C(=O)C(=O)/C(=C(/O)c2ccc(OC(C)C)cc2)C1c1cccnc1 (stereo not drawn),-9.6,-3.6,-0.6,-0.2,1.5,-3.3,1.3,-5.9,41.0
COc1ccc2c(CC(=O)Nc3ccccc3N3CCOCC3)coc2c1,1.4,0.8,0.8,-0.8,2.3,-0.3,0.8,-1.3,-9.3
NS(=O)(=O)c1ccc(CNC(=O)/C=C/c2c(Cl)cccc2Cl)cc1,2.1,-15.8,-0.5,-0.2,-4.2,4.5,2.7,14.9,/
COc1cc(CCC(=O)N2CC(C)OC(C)C2)cc(OC)c1OC (stereo not drawn),-2.8,4.5,-0.8,-0.1,2.8,0.4,2.2,-1.2,-4.1
COc1cc(OC)cc(C(=O)NCCSCc2ccc(Cl)cc2)c1,-12.6,-10.4,0.9,-0.6,-14.1,12.6,9.0,-3.6,-16.4
CCOC(=O)c1cnc(SCCc2ccccc2)nc1N,4.8,/,/,1.0,-1.9,/,7.8,10.1,3.1
O=C(NC(=S)Nc1ccc(S(=O)(=O)Nc2ncccn2)cc1)c1cccc(Br)c1,0.1,11.4,-1.1,-1.5,4.2,-9.7,0.6,10.2,3.3
Cc1cccc2c(=O)c(C(=O)N3CCCCCC3)c[nH]c12,-3.7,-0.3,0.2,-1.1,1.4,-15.4,2.5,13.5,-4.9
Fc1cccc(-c2cc3nc(-c4ccccc4)cc(N4CCC5(CC4)OCCO5)n3n2)c1,-1.6,12.4,-0.5,-0.2,-4.0,-16.5,2.3,25.3,-3.5
CCOc1cccc(C(=O)Nc2ccc(S(=O)(=O)Nc3cc(C)on3)cc2)c1,8.0,-1.0,0.8,0.0,4.2,4.5,0.1,7.2,-7.4
C/C(=C\c1ccccc1)C1Nc2cccc3cccc(c23)N1,0.0,4.4,0.4,-0.5,-2.5,5.5,1.7,-2.1,/
Cc1ccc(C(=O)OCC(=O)Nc2ccc3c(c2)OCO3)c(O)c1,-3.8,0.6,-0.1,-0.7,-5.0,10.7,4.8,-1.8,-0.8
COCCNC(=O)c1ccc2c(c1)N(Cc1cccc(Cl)c1)C(=O)c1ccccc1S2=O (stereo not drawn),5.7,14.3,0.0,-0.4,-0.4,/,-1.9,-1.7,7.5
[O-][n+]1c2c(c3c4non(O)c4ccc31)CCCC2,-30.8*,1.1,1.8,3.4,-4.5,3.7,20.6,-11.3,-6.4
CCC(=O)Nc1ccc(Cl)c(-c2nc3ccccc3[nH]2)c1,-1.8,-7.5,-0.2,-1.2,-0.8,/,-2.1,-7.4,8.1
COC(=O)c1cc(NC(=O)Nc2ccccc2OC)cc(C(=O)OC)c1,-11.5,7.8,-1.7,-1.4,-3.5,-5.6,2.1,1.5,5.3
CCOc1ccccc1NC(=O)C1CCCN(C(=O)NCc2ccccc2)C1 (stereo not drawn),5.8,-3.4,-0.8,-2.1,-0.2,-10.2,2.7,-5.0,24.5
CC(C)c1ccc(NS(=O)(=O)c2ccc3[nH]cc(C(=O)NCC4CCCO4)c(=O)c3c2)cc1 (stereo not drawn),14.1,-6.1,-0.3,0.4,-1.0,/,14.7,7.6,-4.4
O=C1CCCN1c1nccs1,-7.2,/,/,0.4,4.0,/,0.7,7.0,11.6
O=C(Oc1cccc2cccnc12)c1cccs1,-1.4,-1.1,-0.6,0.0,1.6,20.3,1.0,-2.0,-7.5
Cc1ccccc1NC(=S)NCC(c1cccnc1)N(C)C (stereo not drawn),-8.1,-2.1,0.2,0.7,0.1,-7.0,1.2,2.8,-6.9
O=C(Nc1nc2cc3c(cc2s1)OCO3)C1CC1,1.4,6.3,0.2,-0.2,-4.3,7.6,2.4,1.0,-8.9
Cc1ccccc1NS(=O)(=O)c1ccc(OCC(=O)NCC2CCCO2)cc1 (stereo not drawn),6.1,9.9,0.0,-0.2,0.3,5.7,5.1,0.8,2.9
COc1ccc(/C=N/Nc2nc(Nc3ccccc3)nc(N3CCCCC3)n2)cc1OC,-1.6,22.7,-1.1,-0.4,-14.8,-2.2,-0.4,8.7,0.5
COc1ccc(-c2nnc(NC(=O)CS(=O)(=O)c3ccc(F)cc3)o2)cc1,11.1,-9.3,1.4,0.3,-0.1,-2.0,1.8,-3.2,-6.7
Cc1ccc(N2CCN(c3ccc(NCc4nc5ccccc5n4C)cc3)CC2)cc1,2.9,-6.4,-0.8,-0.1,-9.0,-8.3,3.6,1.4,/
Cc1csc(SC(C)C(=O)Nc2ccccc2C)n1 (stereo not drawn),-9.8,9.5,0.2,0.4,-5.7,0.7,-0.7,-5.3,2.6
CC(=O)C1=C(O)C(=O)N(C)C1c1ccccc1F (stereo not drawn),9.9,0.7,/,0.3,14.0,/,0.2,-0.9,-2.1
c1nnnn1C12CC3CC(CC(C3)C1)C2,-6.3,-5.1,0.9,0.3,-2.0,14.6,-2.7,3.5,-9.7
CCc1cc2c(=O)c(-c3nc4ccccc4n3C)coc2c(CN2CCCCC2)c1O,-14.1,4.0,-1.9,0.5,-1.3,1.5,0.6,-1.8,1.4
CCc1ccccc1NC(=S)N1CCNC(=O)C1CC(=O)OC (stereo not drawn),-18.8,12.6,0.0,0.4,-1.4,-7.5,2.4,-4.8,-6.3
Cc1cc(Cl)ccc1OC(C)C(=O)Nc1ccc(C(=O)Nc2ccccc2C(=O)O)cc1 (stereo not drawn),-15.3,17.0,1.6,-1.4,-3.4,12.7,2.5,4.6,-36.8
Cc1ccc2c(c1)N(C(=O)CCC(=O)N1CCc3ccccc3C1)CCO2,-5.8,-9.8,1.0,0.1,-0.1,-9.3,1.6,0.9,-2.7

# Assay outcomes (PubChem)
